Bioassay records from PubChem BioAssay.
TRHR ag – TRH receptor (human) agonism. P34981. TRHR cells, calcium flux fluo-8, FDSS agonist mode. activation, % at 2 µM. 0.18% of 360,000 active. AID 493084; in the data active = activation above about 30%; note: 0% is about no effect
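Steps: seed TRHR cells overnight; add fluo-8 no-wash Ca dye, RT 30 min–1.5 h; record 10 s baseline; pin-transfer compounds; monitor fluorescence 1 cycle/s for the agonist window. Calcium increases flag candidate agonists.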
Anesthetic bind – candidate novel general anesthetic via apoferritin binding | P02791 | apoferritin/1-aminoanthracene competitive binding, fluorescence | Potency, µM (top dose mostly 77.5 µM), without a hit: at the highest dose activity change, negative = displacement, most hits filed as inhibitors | 0.074% of 350,000 active | AID 485281; note: potency is the fitted concentration of half-maximal effect; % is set by controls: 0 for no effect and ±100 for the full control effect; nearly all actives have a fitted effect of over 20% in size
Target sequence (P02791 2-175 limits assumed): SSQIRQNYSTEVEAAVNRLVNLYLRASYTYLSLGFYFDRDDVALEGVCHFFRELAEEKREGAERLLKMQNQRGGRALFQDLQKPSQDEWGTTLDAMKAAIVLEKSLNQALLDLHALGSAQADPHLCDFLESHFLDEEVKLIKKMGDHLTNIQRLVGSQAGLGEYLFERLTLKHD
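Concentration-response curves derived by four-parameter Hill fitting of normalized fluorescence, where compounds displaced 1-AMA from 10 uM horse apoferritin following a brief 10 min room-temperature incubation; propofol titration acted as positive control.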
Pol kappa inh – blocks human DNA polymerase kappa activity. purified Pol kappa, fluorescent DNA synthesis assay, 10 min. 0.53% of 400,000 active. AID 588579. Potency, µM (top dose mostly 107 µM), for inactives: at the top dose activity, negative = inhibition, hits mostly inhibitors. Q9UBT6; note: potency is the fitted concentration of half-maximal effect; % is set by controls: 0 for no effect and ±100 for the full control effect
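Enzyme at 10 nM met test compounds for 15 min at room temperature. Substrate addition (50 nM final) began the reaction, which was monitored by fluorescence at 0 and 10 min.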
APEX1 inh – APE1 (human) endonuclease inhibition. recombinant APE1, TAMRA/BHQ-2 abasic DNA cleavage fluorescence. P27695. Potency, µM (doses to about 65.8 µM), inactives show top-dose activity change, negative = inhibition, most hits filed as inhibitors. 0.35% of 350,000 active;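 note: potency is the fitted concentration of half-maximal effect; plate controls were vehicle for no effect and reference inhibitor for full effect; nearly all actives have a fitted effect of over 55% in size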
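APE1 at 0.75 nM preincubated 15 min at room temperature with compound. Reaction then started with 50 nM double-stranded THF-abasic substrate labelled with TAMRA/BHQ-2, and 525/598 nm fluorescence read kinetically. Activity taken as third-minus-first read difference, normalized to DMSO and NSC13755 controls.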
Pol iota inh – blocks human DNA polymerase iota activity. Pol iota fluorescent replication assay, 10 min. Potency, µM (series often up to 115 µM), without a hit: at the top dose activity, negative = inhibition, most hits filed as inhibitors. 1% of 390,000 active. AID 588590; note: potency is the fitted concentration of half-maximal effect
Target sequence (Q9UNA4 whole entry, looked up): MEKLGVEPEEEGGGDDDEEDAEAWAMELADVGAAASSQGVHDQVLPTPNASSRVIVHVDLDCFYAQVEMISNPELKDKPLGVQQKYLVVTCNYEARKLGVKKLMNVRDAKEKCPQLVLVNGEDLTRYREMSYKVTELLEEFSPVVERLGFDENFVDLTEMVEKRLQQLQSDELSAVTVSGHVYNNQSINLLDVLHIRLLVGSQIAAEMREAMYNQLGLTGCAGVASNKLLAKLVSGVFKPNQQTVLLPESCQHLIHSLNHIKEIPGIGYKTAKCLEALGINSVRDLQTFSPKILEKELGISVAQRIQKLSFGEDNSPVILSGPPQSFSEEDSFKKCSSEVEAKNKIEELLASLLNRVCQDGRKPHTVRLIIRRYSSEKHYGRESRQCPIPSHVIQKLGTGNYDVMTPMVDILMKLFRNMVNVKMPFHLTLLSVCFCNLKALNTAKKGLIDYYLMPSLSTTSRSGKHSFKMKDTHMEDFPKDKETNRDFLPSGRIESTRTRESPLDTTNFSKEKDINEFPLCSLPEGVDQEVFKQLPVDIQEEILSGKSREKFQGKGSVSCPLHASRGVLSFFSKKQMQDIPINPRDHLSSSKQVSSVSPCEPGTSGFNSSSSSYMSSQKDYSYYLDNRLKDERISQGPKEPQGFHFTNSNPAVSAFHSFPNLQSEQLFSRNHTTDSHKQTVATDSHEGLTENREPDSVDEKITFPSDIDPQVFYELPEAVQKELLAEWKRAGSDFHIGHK
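Pol iota at 10 nM preincubated 15 min with compounds at room temperature; reaction started with fluorescent substrate, 50 nM final. Fluorescence read kinetically at 0 and 10 min; buffer-only wells as negative control.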
BLM helicase inh – inhibitors of human Bloom syndrome helicase BLM; recombinant BLM DNA unwinding, fluorescence dequenching; 0.2% of 350,000 active; Potency, µM (titrated, usually from 56.1 µM), for the others: at the top dose activity change, negative = inhibition, hits mostly inhibitors;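 note: potency is the fitted concentration of half-maximal effect; plate controls were vehicle for no effect and no enzyme for full effect; nearly all actives have a fitted effect of over 35% in size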
ERG-DNA inh – blocks human ERG Ets domain binding to DNA. fluorescence polarization, His-ERG Ets domain / labelled DNA. P11308. AID 624246. 0.028% of 370,000 active. Potency, µM (highest dose often 76.9 µM), for inactives: top-dose FP activity, negative = inhibition, hits mostly inhibitors; active = well fitted inhibition curve with a large enough effect in the polarisation, with a control signal flat; inconclusive = small, poorly fitted or top-dose-only effect, or effect the other way, or a change in a side signal; inactive = no such curve, though single readings can be large or run the other way; the % refers to the polarisation;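 note: polarization taken with two DNA probes labelled with fluorescein and Texas red; potency is the fitted concentration of half-maximal effect; % of control where 0% means no effect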
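His-tagged ERG Ets domain (1 uM in the protein solution; 300mM KCl, 50mM Tris-HCl, 1mM EDTA, 1mM DTT, pH 7.5) received compound, then a probe mix of 5 nM fluorescein-DNA and 100nM Texas-615-DNA. Fluorescence polarization was read for both dyes.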
POLB inh – inhibitors of human DNA polymerase beta. 1.3% of 340,000 active. Potency, µM (top dose mostly 114 µM), without a hit: at the top dose activity change, negative = inhibition, actives largely listed as inhibitors. Pol beta primer extension/strand displacement, fluorescence kinetic. AID 485314; note: potency is the fitted concentration of half-maximal effect; % is set by controls: 0 for no effect and ±100 for the full control effect
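Enzyme-only controls used 10 nM Pol beta; buffer lacking enzyme served as negative control. Compound preincubated 15 min, then 50 nM substrate added; 0 and 10 min reads at room temperature.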
12-LOX inh – ALOX12 (human) lipoxygenase inhibition | purified 12hLO, xylenol orange hydroperoxide absorbance | 1.1% of 580,000 active | AID 1671190 | Potency, µM (highest dose often 108 µM), for inactives: at the top dose activity change, negative = inhibition, actives largely listed as inhibitors; note: potency is the fitted concentration of half-maximal effect; % is set by controls: 0 for no effect and ±100 for the full control effect
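Purified human 12hLO at 150 nM in 25 mM Hepes, 0.01% Triton X-100, pH 7.0, preincubated 15 min at room temperature with compound. Reaction started with 40 uM arachidonic acid, 30 min at room temperature. Hydroperoxide measured by Fe-xylenol orange, 573/405 nm absorbance ratio.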
Starred values were filed as active, the others as inactive; ? = inconclusive; . = no result given; [ ] = another dose, or the depositor's remark. Unless noted, calls come from the whole dose curve; as a rule, active = well fitted curve in the direction sought with a large enough effect; inconclusive = small, poorly fitted or top-dose-only effect, or another doubt; inactive = no such curve, though single readings can be large; an effect the other way counts as inactive or inconclusive. These rows are one share of the data; count on the stated rates, not on these rows.

Structure	TRHR ag	Anesthetic bind	Pol kappa inh	APEX1 inh	Pol iota inh	BLM helicase inh	ERG-DNA inh	POLB inh	12-LOX inh
O=C(CSc1ccc(-c2ccccn2)nn1)N1CCCc2ccccc21	0.0	?	5%	-8%	79%[activator]	-9%	-7%	-27%	5%
CC(=O)c1ccc(N2CCN(C(=O)C3CCN(S(=O)(=O)c4cccc5nonc45)CC3)CC2)cc1	-0.3	-4%	-4%[60.1 µM]	.	27%	0%	1%	28%	-23%
Cc1ccc(S(=O)(=O)NNC(=O)c2cccnc2)cc1	0.8	-2%	-18%	-2%	26%	0%	1%	3%	-10%
Cc1ccsc1C1Nc2ccc3ncccc3c2C2=C1C(=O)CCC2 (stereo not drawn)	-1.0	-6%	5%	-2%	39%[activator]	-1%	1%	12%	?
O=C(COC(=O)CSc1ccc(F)cc1)NCCCc1ccccc1	-0.8	.	-4%	-12%	35%[activator]	.	7%	.	-3%
CCCc1nc2ccccc2n2c(-c3cccc(C)c3)c3c(=O)n(C)c(=O)n(C)c3c12	0.3	-5%	-6%	.	-19%	-12%	-3%	14%	?
CCC1CN(C(=O)Nc2cccc3c2CCCC3)c2cc(C)ccc2O1 (stereo not drawn)	-0.2	-11%	-2%	.	37%[activator]	-4%	2%	-1%	-17%
CCc1cccc(NS(=O)(=O)c2cc(-c3cnc(C)o3)ccc2OC)c1	-0.7	-9%	-6%[60.1 µM]	.	-9%	-7%	0%	?	?
Cc1ccc(NCc2nnc(SCC(=O)N3CCCc4ccccc43)o2)c(C)c1	-0.2	-13%	-5%	7%	3%	-4%	3%	29%	31%[activator]
O=c1[nH]c2cc3c(cc2cc1CN(CC1CCCO1)S(=O)(=O)c1ccccc1)OCCO3 (stereo not drawn)	-0.4	-4%	-3%	-3%	8%	-1%	.	-10%	17%
C=CCn1c(SCC(=O)Nc2ccc(N3CCOCC3)cc2)nnc1-c1ccncc1	-1.0	4%	-8%	-5%	106%[activator]	-4%	8%	13%	3%
O=C(NCC(=O)N1CCCC1)c1ccc(Cl)cc1	-0.2	-10%	-14%	9%	27%	-2%	-1%	18%	4%
CCOC(=O)C1C(=O)NC(N2CCCCC2)=NC1c1ccccc1 (stereo not drawn)	0.6	2%	-1%	-2%	-7%	-2%	-5%	17%	-30%
Cc1c(NC(=O)CN2C(=O)C(=O)c3ccccc32)c(=O)n(-c2ccccc2)n1C	1.3	-7%	-2%	5%	39%[activator]	-4%	-1%	-20%	-6%
CN(C)C(=O)CCc1ccc2c3c([nH]c2c1)[C@]1(CCc2ccccc2)[C@@H](C(=O)N2CCCCC2)C[C@H](CC(=O)NC(C)(C)C)C(=O)N1CC3	.	.	-7%	5%	-9%	.	-4%	.	13%
O=C(OCc1nc2ccccc2[n+]([O-])c1C(=O)c1ccccc1)c1ccco1	0.0	-5%	3%	-6%	173%[activator]	-3%	-3%	1%	39%[activator]
C(=N\Nc1nc(-c2ccccc2)cs1)/c1cccnc1	0.8	-8%	-9%	21%	-10%	-8%	?	1%	?
COc1ccc(-c2nn(CC(=O)Nc3ccccc3F)c3c2cnc2ccc(F)cc23)cc1	0.9	1%	13%	.	15%	-2%	-2%	-29%	?
COc1ccc(-c2c3c(=O)n(C)c(=O)n(C)c3cn2-c2cccc(N)c2)cc1	-1.2	6%	-12%	.	-17%	-2%	4%	15%	-19%
CCOc1ccc(NC(=O)c2ccccc2OC)cc1	0.3	-9%	-16%	-3%	29%	-4%	2%	12%	-3%
CCCOC(=O)Nc1cc(OC)ccc1[N+](=O)[O-]	4.0	-22%	-15%	0%	-11%	-6%	9%	-10%	-17%
Cc1ccc(NC(=O)C2CCN(S(=O)(=O)c3c(C)n[nH]c3C)CC2)nc1	0.3	-5%	-17%	-2%	7%	-1%	-1%	30%[activator]	0%
CN(Cc1ccc(F)cc1)C(=O)c1ccc2c(c1)NC(=O)CS2	0.0	-10%	-3%	0%	24%	-2%	-5%	-16%	8%
O=C(CSc1ccccn1)N1CCOCC1	-0.1	-3%	4%	6%	-8%	-13%	7%	0%	-21%
CC(C)[C@H](NS(=O)(=O)c1ccccc1)C(=O)OCC(=O)NC(=O)NC1CCCCC1	.	.	1%	-4%	16%	.	-2%	.	-13%
COc1ccccc1Oc1ccc(-c2cnc3ccccc3n2)cc1[N+](=O)[O-]	-0.4	?	-11%	-4%	54%[activator]	-15%	0%	-1%	1%
O=C1NC(=O)N(Cc2ccccc2F)C1=O	0.8	25%	-5%	44%[activator]	4%	-1%	-10%	-19%	?
CC(C)(C)OC(=O)N1CCC[C@H]1C(=O)OCC(=O)Nc1cc(S(C)(=O)=O)ccc1Cl	0.3	.	2%	15%	7%	.	-7%	.	?
CC1CC(C(F)(F)F)n2ncnc2N1 (stereo not drawn)	-1.0	-11%	2%	1%	18%	-2%	-5%	10%	3%
COc1ccc(Cl)cc1NC(=O)c1noc(C)c1[N+](=O)[O-]	0.0	-18%	3%	24%	33%[activator]	0%	4%	2%	.
Cc1cc(N2CCOCC2)n2nc(C)c(-c3ccccc3)c2n1	-0.6	-6%	-22%	-2%	3%	-2%	-5%	0%	0%
O=C(CSc1nnc(-c2ccncc2)o1)Nc1ccccc1C(F)(F)F	-1.7	-8%	1%	37%	11%	-4%	3%	2%	-3%
COc1cc2ccccc2cc1C(=O)NC(=S)Nc1cc(C(=O)O)ccc1C	-3.8	-2%	-2%	17%	32%[activator]	-5%	-1%	36%	?
Cc1cc(Cl)c(S(=O)(=O)N2CC(C)OC(C)C2)cc1OCC(N)=O (stereo not drawn)	0.8	4%	0%	4%	16%	-4%	2%	7%	-20%
Cc1[nH]nc(-c2ccc(OCc3cnn(-c4ccccc4)c3)cc2O)c1Oc1ccc(Cl)cc1	0.5	-12%	-7%	-2%	5%	-11%	7%	-15%	-16%
COCCN1C(=O)c2ccccc2C(C(=O)NCCCN2CCCC2=O)C1c1c[nH]c2ccccc12 (stereo not drawn)	0.1	1%	-14%	0%	17%	5%	4%	-1%	0%
O=C(O)CCCC(=O)Nc1ccccc1C(=O)N1CCCC1	-0.1	-3%	0%	-1%	1%	-1%	-2%	36%	-19%
Cn1nnnc1SCCNCc1ccncc1	0.8	-12%	-10%	-4%	-4%	-2%	2%	-1%	-2%
COc1cccc(-n2cc(C(=O)NCCc3ccc(C)cc3)c3ccccc3c2=O)c1	-0.1	?	3%	.	18%	-3%	0%	1%	-9%
COc1ccc(CCn2c(C3CCCCC3)nc3c(c(=O)c4ccccc4n3C)c2=O)cc1	5.9	5%	3%	1%	15%	-7%	7%	?	0%
Cc1cc(O)ccc1N1C(=O)c2cccc3cc([N+](=O)[O-])cc(c23)C1=O	1.2	-9%	-13%	-7%	?	-6%	2%	?	?
CCN(CC(=O)N1CCCC1)S(=O)(=O)c1cc(C)ccc1OC	0.2	-5%	0%	16%	137%[activator]	1%	14%	34%	-6%
COc1ccc(C(=O)NCc2ccco2)cc1S(=O)(=O)N1CCOCC1	0.5	-2%	1%	22%	2%	0%	-1%	40%	6%
CC(C)(C)NC(=O)NC(=O)CSc1nncs1	-0.2	-8%	-4%	3%	-2%	0%	0%	0%	0%
Clc1ccc(-n2nnc(-c3ncc[nH]3)n2)cc1Cl	.	.	-3%	.	-15%	.	5%	.	?
CCCn1c(Nc2nc3ccccc3n2C)nc2ccccc21	-0.2	-2%	-2%	5%	1%	-10%	-5%	29%	0%
CCc1ccccc1NC(=O)C(=O)NCC(c1cccnc1)N1CCN(c2ccccc2F)CC1 (stereo not drawn)	0.5	-13%	-14%	.	-5%	-10%	1%	7%	-15%
COC(=O)CCCC1=CC2=CC(=O)C(C)(OC(=O)c3cccs3)C(=O)C2=CN1C1CCCCC1 (stereo not drawn)	0.1	1%	-13%	-2%[12.4 µM]	11%	-11%[12.4 µM]	-19%	0%	-5%

4 of these compounds in another layout:
SMILES: Cc1cc(O)ccc1N1C(=O)c2cccc3cc([N+](=O)[O-])cc(c23)C1=O
  TRHR ag: 1.2 | Anesthetic bind: -9% | Pol kappa inh: -13% | APEX1 inh: -7% | Pol iota inh: ? | BLM helicase inh: -6% | ERG-DNA inh: 2% | POLB inh: ? | 12-LOX inh: ?
SMILES: CCN(CC(=O)N1CCCC1)S(=O)(=O)c1cc(C)ccc1OC
  TRHR ag: 0.2 | Anesthetic bind: -5% | Pol kappa inh: 0% | APEX1 inh: 16% | Pol iota inh: 137%[activator] | BLM helicase inh: 1% | ERG-DNA inh: 14% | POLB inh: 34% | 12-LOX inh: -6%
SMILES: COc1ccc(C(=O)NCc2ccco2)cc1S(=O)(=O)N1CCOCC1
  TRHR ag: 0.5 | Anesthetic bind: -2% | Pol kappa inh: 1% | APEX1 inh: 22% | Pol iota inh: 2% | BLM helicase inh: 0% | ERG-DNA inh: -1% | POLB inh: 40% | 12-LOX inh: 6%
SMILES: CC(C)(C)NC(=O)NC(=O)CSc1nncs1
  TRHR ag: -0.2 | Anesthetic bind: -8% | Pol kappa inh: -4% | APEX1 inh: 3% | Pol iota inh: -2% | BLM helicase inh: 0% | ERG-DNA inh: 0% | POLB inh: 0% | 12-LOX inh: 0%
